High-throughput results deposited in PubChem by Sanford-Burnham Center for Chemical Genomics.
MPTP inh: blocks calcium-induced mitochondrial swelling. isolated mouse mitochondria, Ca2+ swelling absorbance, 30 min. inhibition, % at 10 µM. hit rate 1.4% among 360,000. AID 602449;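 active = inhibition of 50% or more, scaled per plate between neutral and stimulator controls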;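 also: 0% = DMSO wells given calcium and 100% = 1 mM EGTA wells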
CXCR6 inh: CXCR6 (human) receptor inhibition. CHO-K1 PathHunter CXCR6 beta-arrestin, luminescence. hit rate 0.36% among 360,000. inhibition, % at 20 µM. O00574. AID 602244; in the data active = inhibition above about 34%, passing the limit was not always enough;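 also: antagonist mode with CXCL16 agonist at 10 nM final; 0% = 10 nM CXCL16 with DMSO and 100% = unstimulated wells without agonist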
Target sequence (O00574 whole entry, looked up): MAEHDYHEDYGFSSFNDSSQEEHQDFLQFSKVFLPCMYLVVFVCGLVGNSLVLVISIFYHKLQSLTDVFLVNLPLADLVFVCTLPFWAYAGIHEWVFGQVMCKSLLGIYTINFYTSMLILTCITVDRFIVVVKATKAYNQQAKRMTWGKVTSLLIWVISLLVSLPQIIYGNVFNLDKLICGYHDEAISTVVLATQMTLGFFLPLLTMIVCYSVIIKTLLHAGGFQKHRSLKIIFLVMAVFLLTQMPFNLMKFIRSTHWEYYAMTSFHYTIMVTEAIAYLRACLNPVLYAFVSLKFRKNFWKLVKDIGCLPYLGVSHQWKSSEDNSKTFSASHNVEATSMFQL
EBI2 block: blocks human EBI2 receptor beta-arrestin signaling; inhibition, % at 5 µM; EBI2 beta-arrestin recruitment, luminescence, 7a,25-OHC stimulated; hit rate 0.81% among 360,000; P32249; in the data active = inhibition above about 38%;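 also: enzyme fragment complementation signal reports receptor beta-arrestin coupling in cells; 0% = agonist plus DMSO wells and 100% = wells without agonist; some results beyond the cut were filed as inactive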
Target sequence (P32249 whole entry, looked up, the tested form may be a part): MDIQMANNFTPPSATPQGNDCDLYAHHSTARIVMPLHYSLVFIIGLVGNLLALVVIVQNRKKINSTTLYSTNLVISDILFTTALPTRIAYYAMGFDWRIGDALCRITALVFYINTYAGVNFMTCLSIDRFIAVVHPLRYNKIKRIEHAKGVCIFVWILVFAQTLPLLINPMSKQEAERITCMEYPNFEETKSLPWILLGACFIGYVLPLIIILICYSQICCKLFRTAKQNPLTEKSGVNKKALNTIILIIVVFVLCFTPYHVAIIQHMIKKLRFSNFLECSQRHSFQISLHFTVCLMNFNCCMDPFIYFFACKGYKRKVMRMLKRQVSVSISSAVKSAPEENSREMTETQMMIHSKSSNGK
* marks the source's active call; other numbers are inactive results. A portion of the library; rates above refer to the full screens.

Preview, five compounds:
SMILES	MPTP inh	CXCR6 inh	EBI2 block
CCCCOc1ccc(S(=O)(=O)NC(=O)C2(C)CCN2C(=O)CCc2ccccc2)cc1 (stereo not drawn)	0.3	3	-6
CC(=O)Nc1ccc(NC(=O)c2csc([C@@H]3C[C@H](O)[C@@H](CO)O3)n2)cc1	0.3	0	-16
CCOC(=O)C1=CCN(S(=O)(=O)c2ccccc2Br)C1c1ccc(F)cc1 (stereo not drawn)	-0.5	2	12
Cc1cccc(C)c1NC(=O)c1csc(COCCO)n1	-0.9	10	-8
CC(=O)Nc1ccc(NC(=O)C2Cc3c(-c4ccc5c(c4)OCO5)ccnc3O2)cc1 (stereo not drawn)	-0.1	-7	-8

All compounds of this part, previewed entries included:
SMILES	MPTP inh	CXCR6 inh	EBI2 block
CCCCOc1ccc(S(=O)(=O)NC(=O)C2(C)CCN2C(=O)CCc2ccccc2)cc1 (stereo not drawn)	0.3	3	-6
CC(=O)Nc1ccc(NC(=O)c2csc([C@@H]3C[C@H](O)[C@@H](CO)O3)n2)cc1	0.3	0	-16
CCOC(=O)C1=CCN(S(=O)(=O)c2ccccc2Br)C1c1ccc(F)cc1 (stereo not drawn)	-0.5	2	12
Cc1cccc(C)c1NC(=O)c1csc(COCCO)n1	-0.9	10	-8
CC(=O)Nc1ccc(NC(=O)C2Cc3c(-c4ccc5c(c4)OCO5)ccnc3O2)cc1 (stereo not drawn)	-0.1	-7	-8
O=C(NCc1nnnn1-c1ccccc1)c1ccc2ccccc2c1	0.5	-2	-15
N#Cc1ccc(NC(=S)N2CCC3CC2c2cc(-c4ccc5c(c4)OCO5)ccc23)cc1 (stereo not drawn)	0.3	-9	9
CCCCN(C)c1c(C)nc2ccc(C(=O)Nc3ccc(OC)c(OC)c3)cn12	0.6	0	2
CC1(C(=O)NCCc2c[nH]c3ccccc23)CCN1Cc1csc2ccccc12 (stereo not drawn)	-1.2	0	1
COc1ccc(NC(=O)N(C)[C@H]2C[C@H]3c4[nH]c5ccc(-c6ccc(OC)cc6)cc5c4CCN3C(=O)[C@H]2[C@H](C)O)cc1	-0.5	-2	12
COc1ccc(-c2c(N)cnc(C(=O)O)c2C)c(OCc2ccccc2)c1OC	-3.9	-5	5
CCOc1ccc(NC(=O)COC(=O)C2COc3ccccc3O2)cc1 (stereo not drawn)	-0.6	-8	1
COC(=O)[C@@]1(Cc2ccc(F)cc2)[C@H]2c3cc(C(=O)N4CCCC4)n(CCF)c3C[C@H]2CN1C(=O)c1ccccc1	-0.2	4	10
Cc1cccc(S(=O)(=O)NC(=O)C2(C)CCN2C(=O)Cc2ccc(Cl)cc2Cl)c1 (stereo not drawn)	0.3	-4	-1
O=C(NCc1cccc(Cl)c1)c1ccc(-n2cncn2)c2ccoc12	1.0	3	1
O=C(NCc1ccc(F)cc1)c1cc(-c2ccccn2)nc2ccc(S(=O)(=O)N3CCOCC3)cc12	0.2	-6	4
CC(=NC1CCCCC1)c1ccc(O)cc1O	0.2	-2	1
CCCS(=O)(=O)NC(=O)C1(C)CCCN(C(=O)c2c(-c3ccccc3)noc2C)C1 (stereo not drawn)	1.0	-4	-3
COc1ccc(CNC(=O)Nc2nc(C(N)c3ccccc3)cs2)cc1 (stereo not drawn)	0.9	12	2
CCN(CC)c1c(C)nc2ccc(C(=O)NCc3ccc4c(c3)OCO4)cn12	-3.0	4	-5

Quoted from the listing.
CXCR6 inh result of CCCCN(C)c1c(C)nc2ccc(C(=O)Nc3ccc(OC)c(OC)c3)cn12 = 0
CXCR6 inh result of COc1ccc(-c2c(N)cnc(C(=O)O)c2C)c(OCc2ccccc2)c1OC = -5
MPTP inh result of CC(=NC1CCCCC1)c1ccc(O)cc1O = 0.2
EBI2 block result of Cc1cccc(S(=O)(=O)NC(=O)C2(C)CCN2C(=O)Cc2ccc(Cl)cc2Cl)c1 (stereo not drawn) = -1
CXCR6 inh result of CCCCOc1ccc(S(=O)(=O)NC(=O)C2(C)CCN2C(=O)CCc2ccccc2)cc1 (stereo not drawn) = 3

Other results:
SMILES	MPTP inh	CXCR6 inh	EBI2 block
COc1ccccc1-c1cnc(C(O)c2c(C)cc(C)cc2C)[nH]1 (stereo not drawn)	2.3	-6	-10
C[C@H]1CN([C@@H](C)CO)S(=O)(=O)c2ccc(-c3cccc(F)c3)cc2O[C@@H]1CN(C)C	0.8	0	-3
COc1cccc(NC(=O)N2CCc3nc(Nc4cc(Cl)cc(Cl)c4)ncc3C2)c1	1.0	-3	24
CC(C)COC(=O)N(C)C[C@H]1OCc2cn(nn2)CCCC(=O)N([C@@H](C)CO)C[C@@H]1C	1.0	-5	-18
Cc1cccc(N(C)c2cc(-c3ccc(F)cc3)nc3ccnn23)c1	0.7	7	7
CC(C)c1ccc(CC(=O)N2CCC2(C)C(=O)Nc2cccc(C#N)c2)cc1 (stereo not drawn)	2.1	1	1
OC[C@@H]1CN(Cc2ccc3c(c2)OCO3)C[C@H](n2cnc3c(N4CCN(c5ccccc5)CC4)ncnc32)O1	1.2	3	1
Cn1ccc2c(N(Cc3ccccc3)Cc3ccccc3)cc3c(c21)C1CCC3O1 (stereo not drawn)	2.3	-10	11
c1csc(CNc2ccn3nc(-c4ccc(OCCN5CCOCC5)cc4)cc3n2)c1	-0.1	-11	12
Cc1cccc(C)c1C(O)c1ncc(-c2ccc(Cl)cc2)[nH]1 (stereo not drawn)	1.4	5	-11
Cc1ccc(Cc2c(-c3ccc(C)cc3)nc3c(Cl)cc(C(F)(F)F)cn23)cc1	3.6	-3	-2
COc1ccc(Cl)cc1-c1cc(C(=O)N[C@H](C)c2ccccc2)[nH]n1	-0.5	-4	-4
CCCc1ccc(S(=O)(=O)N2CCN(C(=O)c3cc(C)on3)CC2)cc1	0.8	-14	1
Cc1ccc(NC(=O)C2(C)CCN2CCc2ccccc2)cc1 (stereo not drawn)	-0.8	1	4
CC1=C(C(=O)N(C)C)CC(CC(=O)NCc2cccc3ccccc23)C(=O)N1Cc1ccc(C(C)(C)C)cc1 (stereo not drawn)	-2.9	18	5
COc1ncnc2c1ncn2CCCNCc1ccccc1	-0.8	-6	9
CNc1cc(-c2ccc(OC)nc2)ncn1	-0.7	-6	-10
CSc1ccc(Cn2c(C)c(C(=O)NCc3cccs3)sc2=O)cc1	0.4	2	12
O=C(NC(c1ccccc1)c1ccc2ccccc2n1)C1CCN(Cc2ccc(Cl)c(Cl)c2)CC1 (stereo not drawn)	0.3	10	15
CCN1CCN(C(c2ccccc2)c2nnnn2C(C)(C)C)CC1 (stereo not drawn)	-0.7	5	-1
CCOC(=O)C1(C)CCCCN1C(=O)c1ccc(N(C)C)cc1 (stereo not drawn)	-0.5	-1	-6
CCOC(=O)c1c(CC(C)C)csc1NC(=O)COC(=O)c1cnc(C)cn1	0.2	5	-6
OC(c1ccc(F)cc1)c1ncc(-c2ccc3ccccc3c2)[nH]1 (stereo not drawn)	0.9	-20	1
O=C1[C@H]2[C@@H](c3ccccc3)N[C@]3(CCCN(Cc4ccco4)C3=O)[C@H]2C(=O)N1Cc1ccccc1	0.6	-6	-5
CCCCCCCCN1C(=O)[C@H](CC(=O)N2CCN(C(=O)c3ccco3)CC2)C[C@@]2(C(=O)OCC)CCCC=C12	-1.0	6	11
CC(C)NC(=O)N(C)C[C@H]1Oc2cc(C#Cc3ccc(F)cc3)ccc2S(=O)(=O)N([C@H](C)CO)C[C@H]1C	-0.9	10	14
C[C@H]1CN([C@@H](C)CO)S(=O)(=O)c2ccc(Br)cc2O[C@@H]1CN(C)S(=O)(=O)c1ccccc1F	-1.0	8	4
CC(=O)Nc1cc(-c2ccc(N3CCN(C)CC3)cc2)cn2c(-c3ccc(F)c(Cl)c3)cnc12	0.6	9	17
CC1=C(C(=O)N(C(C)C)C(C)C)CC(CC(=O)NCc2cccc3ccccc23)C(=O)N1Cc1ccc(F)cc1 (stereo not drawn)	-0.1	16	20
O=C1CC=Nc2ccc([N+](=O)[O-])cc21	-0.9	-2	-4
CC(C)(C)n1nnnc1C(c1cc2ccccc2o1)N(CCC#N)Cc1ccccc1 (stereo not drawn)	-2.2	-1	25
CC1=C(C(=O)N2CCCCCC2)CC(CC(=O)NC(c2ccccc2)c2ccccc2)C(=O)N1CCC1=CCCCC1 (stereo not drawn)	-0.6	34	34
COc1cc(OC)cc(C(=O)N2CCN(S(=O)(=O)c3ccc4c(c3)OCCO4)CC2)c1	0.2	-6	0
CCNC(=O)C1(C)CCCN(C(=O)C2(c3ccc(Cl)cc3)CCCC2)C1 (stereo not drawn)	-0.4	9	7
c1csc(CNc2nc(NCC3CCCCC3)c3sccc3n2)c1	51*	-3	-23
COc1ccc(-c2ccc3[nH]c4c(c3c2)CCN2C(=O)[C@@H]([C@H](C)O)[C@@H](N(C)C(=O)Nc3cc(Cl)cc(Cl)c3)C[C@@H]42)cc1	0.3	-2	21
O=C(CC[C@H]1O[C@@H](n2ccc(=O)[nH]c2=O)[C@H](O)[C@@H]1O)N[C@H](Cc1ccccc1)C(=O)NCc1ccccc1	-1.2	6	-9
CCNC(=O)C1(C)CCN(Cc2ccc(-c3ccccc3)cc2)C1 (stereo not drawn)	-0.9	-11	-7
CC(C)CN(C(=O)Cn1nnc(-c2ccc(Cl)cc2)n1)C1CCS(=O)(=O)C1 (stereo not drawn)	0.0	4	-3
O=C(O)c1cscc1Cc1cccs1	0.9	-1	-10

4 entries picked at random from the list so far, as already listed:
SMILES	MPTP inh	CXCR6 inh	EBI2 block
CCOC(=O)c1c(CC(C)C)csc1NC(=O)COC(=O)c1cnc(C)cn1	0.2	5	-6
OC(c1ccc(F)cc1)c1ncc(-c2ccc3ccccc3c2)[nH]1 (stereo not drawn)	0.9	-20	1
CC1=C(C(=O)N(C(C)C)C(C)C)CC(CC(=O)NCc2cccc3ccccc23)C(=O)N1Cc1ccc(F)cc1 (stereo not drawn)	-0.1	16	20
O=C1CC=Nc2ccc([N+](=O)[O-])cc21	-0.9	-2	-4

(continued)
SMILES	MPTP inh	CXCR6 inh	EBI2 block
O=S(=O)(Nc1cccc(S(=O)(=O)N2CCCC2)c1)c1ccc(Br)cc1	-1.0	-6	5
CC(=Cc1cccs1)C(=O)c1ccccc1	1.0	4	-16
OCC[C@@H]1C[C@H](O)[C@@H](O)[C@@]2(OCCc3cc(Cl)ccc32)O1	-3.2	-9	0
N/C(=N\C(=S)Nc1ccc2c(c1)OCO2)c1ccccc1	0.6	-2	13
Cc1ccc2nc(-c3ccc(C#N)cc3)c(Cc3ccccc3C(F)(F)F)n2c1	1.1	15	47*
Cc1cc(C)cc(C(O)c2ncc(-c3ccccc3Cl)[nH]2)c1 (stereo not drawn)	2.3	6	-6
O=C(NCc1cc(Cl)cc(Cl)c1)c1ccc2nc([C@@H]3O[C@H](CO)[C@H](O)[C@H](O)[C@H]3O)[nH]c2c1	-0.2	5	-4
O=C(CSc1n[nH]c(=O)n1CCc1ccccc1)NC1CCCC1	1.5	0	-1
CS(=O)(=O)Nc1cccc(-c2cc(NC=O)c3ncc(-c4ccc(F)c(Cl)c4)n3c2)c1	0.9	2	16
C[C@H]1CN([C@@H](C)CO)S(=O)(=O)c2ccc(Br)cc2O[C@@H]1CN(C)C(=O)c1cccnc1	-0.1	-1	-3
CC(C)Oc1cccc(NC(=O)C2(C)CCN2C(=O)C(C)C)c1 (stereo not drawn)	-0.7	4	4
CC(C)COC(=O)N(C)C[C@H]1OCc2cnnn2CCCC(=O)N([C@@H](C)CO)C[C@H]1C	-2.0	-3	-4
Cn1c(=O)c(=O)n(C)c2cc(S(=O)(=O)CCC(=O)Nc3ccccc3C(F)(F)F)ccc21	-0.2	0	1
O=C(Nc1ccc2c(c1)OCCO2)C1c2ccccc2OCC(=O)N1CC(F)(F)F (stereo not drawn)	-1.1	-4	-5
COc1ccc(N2C[C@H](C)[C@@H](CC(=O)Nc3ccccc3)C2=O)cc1	1.0	5	-3
COc1cccc(-c2cnc(C(O)c3ccc(Cl)c(Cl)c3)[nH]2)c1 (stereo not drawn)	10	-4	0
O=C(C1CC=CCC1)N1CCCCCC1 (stereo not drawn)	-0.1	2	1

Single records, as listed above. Order of values: MPTP inh, CXCR6 inh, EBI2 block
O=C(CSc1n[nH]c(=O)n1CCc1ccccc1)NC1CCCC1 in the list: 1.5, 0, -1
Cc1ccc2nc(-c3ccc(C#N)cc3)c(Cc3ccccc3C(F)(F)F)n2c1 in the list: 1.1, 15, 47*
C[C@H]1CN([C@@H](C)CO)S(=O)(=O)c2ccc(Br)cc2O[C@@H]1CN(C)C(=O)c1cccnc1 in the list: -0.1, -1, -3
